697 NFkB inh: lowers PMA/ionomycin-induced NF-kB signal in 697 B cells | 697 B-cell NF-kB luciferase reporter, 16 h | inhibition, % at 4 µM | 330,000 compounds, 0.33% hits | AID 435022; in the data active means inhibition above about 35%
Apaf-1 inh: blocks human Apaf-1 apoptosome activity. O14727. reconstituted apoptosome caspase-3 activity, DEVD-Rh110 fluorescence. inhibition, % at 20 µM. 330,000 compounds, 0.71% hits. AID 489030; active means inhibition of at least 40% at 20 µM;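 further: plate controls were DMSO wells for no effect and DEVD-CHO caspase inhibitor wells for full effect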
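System: reconstituted apoptosome with Apaf-1, cytochrome c, caspase-9, procaspase-3, dATP; Signal: Rh110 fluorescence intensity; Schedule: 30 min compound preincubation, 50 min activation, room temperature; Reagent: cytochrome c trigger plus (Z-DEVD)2-Rh110 caspase-3 substrate.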
Jurkat NFkB inh: lowers PMA/ionomycin-induced NF-kB signal in Jurkat cells; PMA/ionomycin-induced NF-kB luciferase reporter, luminescence; inhibition, % at 4 µM; 330,000 compounds, 0.53% hits; AID 435003
Gli-Sufu block: antagonists of Gli-Sufu signaling; 340,000 compounds, 0.74% hits; inhibition, % at 5 µM; Sufu-KO-LIGHT fibroblasts, Gli luciferase reporter luminescence;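 active means inhibition above about 55%, limit read from the data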;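 further: 0% = DMSO-treated cells and 100% = wells with medium but no cells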
UBC13 inh: blocks human UBC13 polyubiquitin chain formation. P61088. TR-FRET. inhibition, % at 20 µM. 330,000 compounds, 0.47% hits. AID 485273; in the data active means inhibition above about 45%, passing the limit was not always enough
Target sequence (P61088 whole entry, looked up): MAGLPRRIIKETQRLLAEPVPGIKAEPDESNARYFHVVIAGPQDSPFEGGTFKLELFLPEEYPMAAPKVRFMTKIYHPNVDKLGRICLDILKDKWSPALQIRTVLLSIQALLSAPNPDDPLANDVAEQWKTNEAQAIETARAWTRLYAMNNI
SENP8 block: blocks the human protease SENP8; Q96LD8; purified SENP8, Z-RLRGG-aminoluciferin cleavage, luminescence; inhibition, % at 10 µM; 330,000 compounds, 1.2% hits; AID 2540
Target sequence (Q96LD8 whole entry, looked up): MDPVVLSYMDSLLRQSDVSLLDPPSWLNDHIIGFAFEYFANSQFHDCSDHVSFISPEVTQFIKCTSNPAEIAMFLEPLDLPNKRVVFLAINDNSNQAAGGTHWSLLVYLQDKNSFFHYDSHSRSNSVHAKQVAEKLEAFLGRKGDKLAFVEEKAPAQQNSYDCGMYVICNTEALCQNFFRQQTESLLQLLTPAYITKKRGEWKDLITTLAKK
SENP7 block: SENP7 protease inhibition; inhibition, % at 5 µM; 330,000 compounds, 1.5% hits; recombinant SENP7, Z-RLRGG-aminoluciferin luminescence, 40 min; AID 434973;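 active means inhibition above about 50% at the single test dose, limit read from the data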;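 further: plate controls were DMSO with enzyme for no effect and no enzyme buffer wells for full effect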
Target sequence (Q9BQF6 706-1050 limits assumed): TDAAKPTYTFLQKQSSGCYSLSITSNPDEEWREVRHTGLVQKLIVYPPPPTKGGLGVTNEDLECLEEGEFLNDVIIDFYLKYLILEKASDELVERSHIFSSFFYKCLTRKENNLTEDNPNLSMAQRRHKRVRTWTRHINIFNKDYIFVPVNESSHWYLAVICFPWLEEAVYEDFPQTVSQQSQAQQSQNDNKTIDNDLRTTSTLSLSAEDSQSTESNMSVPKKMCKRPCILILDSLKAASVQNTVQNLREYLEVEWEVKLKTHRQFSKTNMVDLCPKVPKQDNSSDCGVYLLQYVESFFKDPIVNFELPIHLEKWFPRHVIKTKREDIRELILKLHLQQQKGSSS
HKDC1 inh: HKDC1 (human) hexokinase inhibition; Q2TB90; recombinant HKDC1, G6PDH/diaphorase resazurin coupled fluorescence; inhibition, % at 20 µM; 340,000 compounds, 0.16% hits; AID 493160;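 active means inhibition above about 35% when tested at 20 µM, limit read from the data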;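 further: plate controls were DMSO wells with enzyme for no effect and DMSO wells lacking enzyme for full effect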
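Assay system – recombinant HKDC1 (HK5) hexokinase enzyme, produced in-house · Input – HKDC1 at 5 µg/mL · Reagent – glucose plus 1 mM ATP as hexokinase substrates · Timing – 90 min reaction incubation at room temperature, dark · Measured by – G6PDH/diaphorase-coupled fluorescence, 1 mM NADP, 100 µM resazurin, 525/613 nm · Benchmarks – DMSO-enzyme wells negative, buffer-substituted wells positive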
Starred values were filed as active, the others as inactive. Unless noted, no stated cut-off is given here; in the data, active means inhibition above about 50%; inactive means the rest. Rows are unselected. Share with any hit: about 3.6%.

SMILES	697 NFkB inh	Apaf-1 inh	Jurkat NFkB inh	Gli-Sufu block	UBC13 inh	SENP8 block	SENP7 block	HKDC1 inh
CCC(C(=O)OCC(=O)NC(=O)NC(C)(C)C)c1ccccc1 (centres undefined)	3	4	3	1	4	-8	-3	16
CC1=Nc2ccc(C)c3nc(C)cc(c23)N1c1ccc(C)cc1	-39	16	0	5	2	-5	-10	12
O=S(=O)(c1cccc(-c2n[nH]c(=S)n2-c2ccc(OC(F)(F)F)cc2)c1)N1CCOCC1	-7	9	-2	-2	-20	-14	-1	1
Cc1ccc(NS(=O)(=O)c2ccc(/C=C/C(=O)O)cc2)cc1Cl	-5	8	-4	17	-11	-11	-6	3
CCOC(=O)c1ccc(S(=O)(=O)N2CCN(C(=O)c3nn(C)c(=O)c4ccccc34)CC2)cc1	4	3	8	-1	-4	-3	0	-11
O=C(c1ccco1)N(CCC(c1ccccc1)c1ccco1)Cc1ccccc1 (centres undefined)	-16	29	-4	5	-13	4	-7	3
O=C(CN(Cc1ccc(F)cc1)C(=O)c1csnn1)NCc1ccc2c(c1)OCO2	-7	6	-9	25	-1	-8	-6	-3
O=C(CCn1cccc1)Nc1nccs1	1	3	0	-56	9	1	3	-3
CCOc1ccc(OCCSc2nc3ccccc3[nH]2)cc1	-28	-11	5	6	14	-6	3	0
Cc1onc(-c2ccccc2Cl)c1C(=O)NCCN1Cc2ccccc2C1=O	1	-24	-2	-1	3	-2	4	-12
CCc1ccc2[nH]c(=O)c(C(c3nnnn3CC3CCCO3)N3CCCc4ccccc43)cc2c1 (centres undefined)	11	18	16	0	-6	-1	0	3
Oc1c(Br)cc(/C=N/NC(=S)NCC2CCCO2)cc1Br (centres undefined)	-4	6	1	3	-14	-4	-4	-5
CCOC(=O)C1CCCN(C(=O)c2ccc3c(c2)OCO3)C1 (centres undefined)	5	-5	7	-4	2	1	-7	-2
Cc1c(C(=O)N2CC(C)OC(C)C2)oc2ccccc12 (centres undefined)	9	1	3	-4	-4	-7	-9	-3
COC(=O)C1CN(C(=O)C(C)Oc2ccc(F)cc2)c2ccccc2O1 (centres undefined)	-22	4	-33	0	5	12	8	-4
O=C(CNC(=O)C(c1ccccc1)c1ccccc1)N/N=C/c1ccc(O)c([N+](=O)[O-])c1	-4	11	-7	-2	-31	1	-2	-2
CC(=O)Nc1ccc(N(CC(=O)NCC2CCCO2)C(=O)CCC(=O)Nc2cc(C)on2)cc1 (centres undefined)	-8	-10	-7	-6	-3	0	2	-2
O=c1[nH]nc(N2CCOCC2)c(=O)[nH]1	9	-29	3	2	-8	8	2	-4
O=C(CCc1ccccc1)OCCOC(=O)CCc1ccccc1	-11	6	4	22	-2	-4	6	-1
CCn1nc(C)c([N+](=O)[O-])c1C(=O)NNC(=O)c1ccc(Cl)cc1	27	-4	-5	6	-7	6	10	-9
O=C(O)CN1C(=O)SC(Nc2ccccc2)C1=O (centres undefined)	5	-9	3	1	1	-1	3	-15
CCN(CC)S(=O)(=O)c1ccc(NC(=O)C(C)N(c2ccccc2)S(C)(=O)=O)cc1 (centres undefined)	-1	8	-1	-1	5	-6	4	-1
COc1cccc(C(=O)Oc2c(Br)cc(Br)cc2/C=N/NC(=O)c2cc(C)[nH]n2)c1	30	4	13	15	-10	1	-2	-15
CCCN(C(=O)c1cccs1)c1c(N)n(Cc2ccccc2)c(=O)[nH]c1=O	9	-6	-8	9	3	5	6	-1

A second format for some results above:
Each structure is followed by: 697 NFkB inh | Apaf-1 inh | Jurkat NFkB inh | Gli-Sufu block | UBC13 inh | SENP8 block | SENP7 block | HKDC1 inh
O=C(CN(Cc1ccc(F)cc1)C(=O)c1csnn1)NCc1ccc2c(c1)OCO2
  -7 | 6 | -9 | 25 | -1 | -8 | -6 | -3
O=C(CCn1cccc1)Nc1nccs1
  1 | 3 | 0 | -56 | 9 | 1 | 3 | -3
CCOc1ccc(OCCSc2nc3ccccc3[nH]2)cc1
  -28 | -11 | 5 | 6 | 14 | -6 | 3 | 0
Cc1onc(-c2ccccc2Cl)c1C(=O)NCCN1Cc2ccccc2C1=O
  1 | -24 | -2 | -1 | 3 | -2 | 4 | -12
CCc1ccc2[nH]c(=O)c(C(c3nnnn3CC3CCCO3)N3CCCc4ccccc43)cc2c1 (centres undefined)
  11 | 18 | 16 | 0 | -6 | -1 | 0 | 3
Oc1c(Br)cc(/C=N/NC(=S)NCC2CCCO2)cc1Br (centres undefined)
  -4 | 6 | 1 | 3 | -14 | -4 | -4 | -5
CCOC(=O)C1CCCN(C(=O)c2ccc3c(c2)OCO3)C1 (centres undefined)
  5 | -5 | 7 | -4 | 2 | 1 | -7 | -2
Cc1c(C(=O)N2CC(C)OC(C)C2)oc2ccccc12 (centres undefined)
  9 | 1 | 3 | -4 | -4 | -7 | -9 | -3
COC(=O)C1CN(C(=O)C(C)Oc2ccc(F)cc2)c2ccccc2O1 (centres undefined)
  -22 | 4 | -33 | 0 | 5 | 12 | 8 | -4
O=C(CNC(=O)C(c1ccccc1)c1ccccc1)N/N=C/c1ccc(O)c([N+](=O)[O-])c1
  -4 | 11 | -7 | -2 | -31 | 1 | -2 | -2
CC(=O)Nc1ccc(N(CC(=O)NCC2CCCO2)C(=O)CCC(=O)Nc2cc(C)on2)cc1 (centres undefined)
  -8 | -10 | -7 | -6 | -3 | 0 | 2 | -2
O=c1[nH]nc(N2CCOCC2)c(=O)[nH]1
  9 | -29 | 3 | 2 | -8 | 8 | 2 | -4
O=C(CCc1ccccc1)OCCOC(=O)CCc1ccccc1
  -11 | 6 | 4 | 22 | -2 | -4 | 6 | -1
CCn1nc(C)c([N+](=O)[O-])c1C(=O)NNC(=O)c1ccc(Cl)cc1
  27 | -4 | -5 | 6 | -7 | 6 | 10 | -9
O=C(O)CN1C(=O)SC(Nc2ccccc2)C1=O (centres undefined)
  5 | -9 | 3 | 1 | 1 | -1 | 3 | -15
CCN(CC)S(=O)(=O)c1ccc(NC(=O)C(C)N(c2ccccc2)S(C)(=O)=O)cc1 (centres undefined)
  -1 | 8 | -1 | -1 | 5 | -6 | 4 | -1
COc1cccc(C(=O)Oc2c(Br)cc(Br)cc2/C=N/NC(=O)c2cc(C)[nH]n2)c1
  30 | 4 | 13 | 15 | -10 | 1 | -2 | -15
CCCN(C(=O)c1cccs1)c1c(N)n(Cc2ccccc2)c(=O)[nH]c1=O
  9 | -6 | -8 | 9 | 3 | 5 | 6 | -1

The listing continues:
SMILES	697 NFkB inh	Apaf-1 inh	Jurkat NFkB inh	Gli-Sufu block	UBC13 inh	SENP8 block	SENP7 block	HKDC1 inh
CCN1CCN(c2ccc(S(=O)(=O)N3CCCCC3)cc2NC(=O)Cc2ccccc2)CC1	-3	1	10	6	2	5	-1	-4
COc1c(C(=O)Nc2nnc(C3CC3)s2)csc1Cl	-97	0	-28	-52	0	-6	7	-4
COc1cccc(CNc2nc(C(F)(F)F)nc3ccccc23)c1	-25	11	23	15	22	-1	0	2
Cc1ccc(C(=O)N2c3ccccc3CC2C)o1 (centres undefined)	-97	14	-106	-121	-7	90*	94*	-1
O=Cc1cn(CC(=O)N2CCCCC2)c2ccccc12	-3	3	11	4	0	-2	-6	2
O=C(NCc1ccccc1)c1ccc(Br)o1	11	-2	16	-14	-1	0	-4	-5
N#Cc1ccc(OCC(=O)N/N=C2/CC(c3ccccc3)Oc3ccccc32)cc1 (centres undefined)	-26	21	-4	-3	-24	-8	-2	-9
Cc1cc(-c2n[nH]c(=S)n2-c2ccccc2C)cs1	-1	0	5	-6	8	-11	-4	3
Cc1nn(C)cc1/C=N/NC(=S)Nc1ccc(Cl)cc1Cl	-46	4	-11	-1	-9	-10	-3	-12
Cc1ccc2[nH]c(SCC(=O)N3CCOCC3)nc2c1C	-43	1	-41	1	4	6	7	-8
CN(C)c1ccc(C(=S)N2CCN(Cc3ccccc3)CC2)cc1	-25	10	6	-6	-3	-6	5	-8
CNC(=O)Cc1nc2ccccc2n1CC(=O)Nc1cc(C)cc(C)c1	11	3	9	2	6	-2	6	-6
COc1ccccc1N1CCN(S(=O)(=O)c2ccc3c(c2)CC(C)N3C(C)=O)CC1 (centres undefined)	9	9	9	8	2	8	2	4
O=S(=O)(NCCc1ccc2c(c1)OCCO2)c1cccs1	8	5	-8	-3	2	5	-3	2
COc1cccc2cc(C(=O)C3=C(O)C(=O)N(c4cc(C)on4)C3c3cccs3)oc12 (centres undefined)	6	-2	1	5	-1	0	-3	-3
O=C(Cn1cccc1C(=O)c1ccccc1)NCCCN1CCOCC1	12	1	-5	-6	-3	-7	0	-7
COc1ccc(NC(=O)CSCC(=O)N(C)Cc2ccc3c(c2)OCCO3)cc1	13	13	15	0	-1	3	-39	-1
CCCCNC(=O)N1c2ccccc2CC1C (centres undefined)	7	-5	-1	-1	7	-4	2	-9
COc1cccc(C2CCCCN(C)C2=O)c1 (centres undefined)	-35	-8	2	-7	-4	-12	-6	3
Cc1ccc(C(=O)NC2(C(Cl)Cl)N=C(c3ccccc3)N=C2N)cc1 (centres undefined)	-8	2	-9	-19	-35	-9	-1	-8
Cc1cc(C)nc(NCC(O)COc2ccccc2C)n1 (centres undefined)	-8	22	2	1	-6	-3	7	12
CCOc1cc(N2CCOCC2)c(OCC)cc1NC(=O)Cn1nc(C)c([N+](=O)[O-])c1C	10	5	5	-9	-7	-4	9	4
O=C(CSc1nccc(=O)[nH]1)N1CCCc2ccccc21	11	0	-35	1	-4	3	1	15
CC(C)(C)n1nnnc1CN1CCN(C(c2ccccc2)c2ccccc2)CC1	7	19	-9	-2	1	-2	7	0
O=C(NC(=S)Nc1ccccc1N1CCCCC1)c1ccccc1	-16	8	-4	-10	3	-1	1	-3
CCCCC(CCC(=O)Nc1cccc([N+](=O)[O-])c1)C(=O)O (centres undefined)	18	-22	-5	-4	14	3	4	-2
Cn1cc(S(=O)(=O)N2CCOCC2)cc1C(=O)O	8	5	1	2	-7	5	4	-9
O=C(Nc1cc(S(=O)(=O)N2CCOCC2)ccc1N1CCOCC1)c1cnccn1	-15	1	-22	-3	-3	-8	-4	-4
Cc1cc(=O)[nH]c(NN=C2CCC(C(C)(C)C)CC2)n1 (centres undefined)	13	9	-22	2	-10	-11	-6	-11
N/C(=N\c1nc2ccccc2o1)NC(=O)c1ccc([N+](=O)[O-])cc1	22	-7	6	1	-12	3	2	-5
CCOc1cccc(-c2c(C(=O)N/N=C/c3ccc(C)o3)nnn2-c2nonc2N)c1	4	12	1	-12	-4	-2	5	-4
COc1ccc(C)cc1NC(=O)c1cc(S(=O)(=O)N2CCCC2)cn1C	-9	6	-15	-5	-9	-5	17	3
Cc1cc(=O)[nH]c(N=N/C(=N/Nc2ccc(O)cc2)c2ccccc2)n1	-48	9	-37	16	-288	38	17	5
O[C@@H]1CN(Cc2ccc(-n3cccn3)cc2)CC[C@H]1N1CCN(c2ccccc2F)CC1	-34	-6	28	59*	-9	-6	2	-6
COc1ccc(S(N)(=O)=O)cc1C(=O)OCC(=O)N1CCCC(C)C1 (centres undefined)	1	-8	-6	-9	2	5	-6	-2
COCCNC(=O)NC(=O)CN1CCN(C(c2ccccc2)c2ccccc2)CC1	-7	-16	-6	-5	5	-7	0	-2
Cc1c2ccccc2cc(Cc2ccccc2)[n+]1C	-10	-1	-1	6	3	11	-9	-4
COc1ccc(CC(=O)OCC(=O)Nc2ccc(N3CCOCC3)cc2)cc1	14	-2	14	-13	-11	1	7	4
